HRas wt GTP – modulators of GTP binding to human HRas wildtype; P01112; 190,000 compounds, 0.14% hits; GTP binding activity, % at 10 µM; GST-Ras wt beads, Bodipy-FL-GTP binding, flow cytometry; actives lie on both sides;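 active means GTP binding activity at least 20% away from the 100% baseline, either lowered as inhibitor or raised as activator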;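 further: 0% = unlabeled GTP competition control and 100% = no-compound control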
Target sequence (P01112 whole entry, looked up): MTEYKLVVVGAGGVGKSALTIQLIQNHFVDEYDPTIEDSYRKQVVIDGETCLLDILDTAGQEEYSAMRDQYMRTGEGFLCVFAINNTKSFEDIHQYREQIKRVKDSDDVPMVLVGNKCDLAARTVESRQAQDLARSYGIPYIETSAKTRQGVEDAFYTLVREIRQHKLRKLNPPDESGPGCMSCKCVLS
Cdc42 wt GTP – changes GTP binding to wildtype human Cdc42. 190,000 compounds, 0.2% hits. P60953. percent activity (GTP binding), % at 10 µM. AID 761. GST-Cdc42 beads, Bodipy-GTP binding, flow cytometry; actives lie on both sides;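 active means percent activity GTP binding at least 20 points away from the 100% baseline, either down as inhibitor or up as activator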;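 further: median bead fluorescence of bound Bodipy-FL-GTP at 100 nM; 0% = excess unlabeled GTP control and 100% = no compound control; below 100% means less GTP binding so inhibitor and above means activator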
Target sequence (P60953 whole entry, looked up): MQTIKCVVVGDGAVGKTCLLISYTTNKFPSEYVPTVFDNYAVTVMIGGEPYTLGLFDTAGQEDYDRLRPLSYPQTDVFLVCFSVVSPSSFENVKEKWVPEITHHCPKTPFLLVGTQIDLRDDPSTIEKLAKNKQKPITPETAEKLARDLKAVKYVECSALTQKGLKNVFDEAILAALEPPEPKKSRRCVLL
Pf gamet viab – P. falciparum stage V gametocyte viability inhibition; 150,000 compounds, 0.065% hits; inhibition, % at 10.9 µM; P. falciparum stage V gametocytes, ATP luminescence, 24 h;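 active means inhibition above the mean plus 3 SD of compounds within the control limits, set per campaign, cut at about 38% in these data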;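 further: 0% = DMSO wells and 100% = medium only without gametocytes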
Rab2 wt GTP – changes GTP binding to wildtype dog Rab2A, up or down; AID 760; GST-Rab2 wt beads, Bodipy-GTP binding, flow cytometry; 190,000 compounds, 0.19% hits; GTP binding activity, % at 10 µM; P61105;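 active means GTP binding activity at least 20 points away from 100%, either lowered or raised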;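 further: 0% = beads with excess unlabeled GTP and 100% = no-compound control corrected for plate trend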
Mcl1 Bid PPI – disrupts binding of human Mcl-1 to Bid peptide | inhibition, % at 21.7 µM | 220,000 compounds, 0.97% hits | TR-FRET Mcl-1/Bid-Dy647 peptide binding, 1536-well | Q07820;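 active means compounds that cut the binding signal by more than half at the single screening dose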;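 further: His-tagged Mcl-1 with europium anti-His antibody binding Bid BH3 peptide; 0% = Mcl-1 plus peptide wells and 100% = peptide-only wells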
Target sequence (Q07820 whole entry, looked up): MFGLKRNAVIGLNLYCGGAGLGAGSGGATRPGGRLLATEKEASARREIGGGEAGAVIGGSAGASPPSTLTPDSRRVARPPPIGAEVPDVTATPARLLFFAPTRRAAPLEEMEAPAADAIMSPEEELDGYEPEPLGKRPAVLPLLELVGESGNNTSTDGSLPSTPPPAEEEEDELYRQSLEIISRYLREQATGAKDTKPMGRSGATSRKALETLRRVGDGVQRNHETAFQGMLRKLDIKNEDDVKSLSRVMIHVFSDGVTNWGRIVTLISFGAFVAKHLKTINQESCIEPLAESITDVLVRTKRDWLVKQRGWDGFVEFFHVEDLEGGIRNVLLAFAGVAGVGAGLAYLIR
GSH bead fluor – GSH bead compound fluorescence profile | GSH beads flow cytometry, compound fluorescence 488/530 nm; stronger effect = higher value | fluorescence (KMESF) at 10 µM | 190,000 compounds, 0.25% hits; in the data active means fluorescence above about 89;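 further: glutathione beads carrying GST-tagged Bcl family fusion proteins plus one bare bead set; values are compound well signal with DMSO vehicle wells as background; inactives centre near 16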
Rac1 mut GTP – human Rac1 activated mutant GTP binding change; P63000; GST-Rac1 activated beads, fluorescent GTP binding, flow cytometry; actives lie on both sides; 100% means binding = to untreated wells; percent activity (GTP binding), % at 10 µM; 190,000 compounds, 0.11% hits; AID 764;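 active means GTP binding at least 20 percentage points away from the 100% baseline, in either direction, so actives lie on both sides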
Rac1 wt GTP bind – modulators of human Rac1 wildtype GTP binding. 190,000 compounds, 0.27% hits. GTP binding activity (% of control), % at 10 µM. P63000. GST-Rac1 beads, fluorescent GTP binding, flow cytometry; actives lie on both sides; 0 = cold GTP competed, 100 = untreated;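 active means GTP binding activity at least 20 points away from the 100% control level, either lower or higher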
Mcl1-Noxa inh – Mcl-1/Noxa interaction inhibition; TR-FRET Mcl-1/Noxa peptide binding, 2 h; 220,000 compounds, 1.5% hits; inhibition, % at 21.7 µM;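 active means compounds that cut the protein-peptide binding signal by more than 50% relative to plate controls in a single-dose test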;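 further: His-tagged Mcl-1 with rhodamine Noxa BH3 peptide and terbium anti-His antibody; 0% = Mcl-1 plus Noxa peptide wells and 100% = peptide-only wells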
Rab7 wt modul – dog Rab7 wildtype GTP binding, inhibitors and activators; GST-Rab7 beads, fluorescent GTP binding, flow cytometry; actives lie on both sides; untreated = 100%, excess cold GTP = 0%; GTP binding activity (percent of control), % at 10 µM; 190,000 compounds, 0.055% hits;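 active means fluorescent GTP binding to Rab7 beads changed by at least 20 points from the 100% baseline, either direction, mostly lower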;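 further: median green fluorescence of bound Bodipy-FL-GTP per Rab7 bead population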
Avidin fluor – avidin bead compound fluorescence profile. Avidin beads, compound fluorescence 488/530 nm, flow cytometry; stronger effect = higher value. fluorescence (KMESF) at 10 µM. 220,000 compounds, 0.38% hits; in the data active means fluorescence above about 47; further: inactives centre near 10
* hit, by the source's call. Hits appear at their usual frequency; 3% or so of the library scored in one or more.

Cc1ccc(Cn2c(SC(C)C(N)=O)nc3ccccc3c2=O)cc1 (stereo not given) was read as HRas wt GTP 96, Cdc42 wt GTP 92, Rab2 wt GTP 94, Mcl1 Bid PPI -14, GSH bead fluor 16, Rac1 mut GTP 92, Rac1 wt GTP bind 91, Mcl1-Noxa inh -7, Rab7 wt modul 96 and Avidin fluor 26.
Screening CCOC(=O)CC(NC(=O)C1c2ccccc2Oc2ccccc21)c1ccc(C)cc1 (stereo not given) returned HRas wt GTP 102, Cdc42 wt GTP 102, Pf gamet viab -12, Rab2 wt GTP 101, Mcl1 Bid PPI 0, GSH bead fluor 11, Rac1 mut GTP 99, Rac1 wt GTP bind 107, Mcl1-Noxa inh 10, Rab7 wt modul 103 and Avidin fluor 11.
Screening Cc1nn(C)c(C)c1N1C(=O)c2cccc3c(N)ccc(c23)C1=O returned HRas wt GTP 104, Cdc42 wt GTP 104, Pf gamet viab 14, Rab2 wt GTP 102, Mcl1 Bid PPI -45, GSH bead fluor 20, Rac1 mut GTP 98, Rac1 wt GTP bind 109, Mcl1-Noxa inh -201, Rab7 wt modul 101 and Avidin fluor 4.
Screening Cc1ccc(C)c(NS(=O)(=O)c2ccc(OCC(=O)NCc3cccnc3)cc2)c1 returned HRas wt GTP 99, Cdc42 wt GTP 98, Pf gamet viab -11, Rab2 wt GTP 100, Mcl1 Bid PPI -15, GSH bead fluor 19, Rac1 mut GTP 98, Rac1 wt GTP bind 100, Mcl1-Noxa inh -1, Rab7 wt modul 101 and Avidin fluor 15.
For C/C(=N/NC(=O)c1ccccc1)C1=C(O)CC(C)(C)CC1=O the results were HRas wt GTP 94, Cdc42 wt GTP 97, Pf gamet viab -10, Rab2 wt GTP 97, Mcl1 Bid PPI -32, GSH bead fluor 14, Rac1 mut GTP 96, Rac1 wt GTP bind 100, Mcl1-Noxa inh 23, Rab7 wt modul 99 and Avidin fluor 12.
Screening Cc1ccc(-c2nnc3c4ccccc4c(C)nn23)cc1NC(=O)CN1CCOCC1 returned HRas wt GTP 96, Cdc42 wt GTP 96, Rab2 wt GTP 94, Mcl1 Bid PPI -17, GSH bead fluor 48, Rac1 mut GTP 97, Rac1 wt GTP bind 97, Mcl1-Noxa inh 9, Rab7 wt modul 95 and Avidin fluor 6.
`CCc1cc2c(NCCN3CCCCC3)ncnc2s1` gave HRas wt GTP 96, Cdc42 wt GTP 98, Rab2 wt GTP 97, Mcl1 Bid PPI 12, GSH bead fluor 23, Rac1 mut GTP 97, Rac1 wt GTP bind 95, Mcl1-Noxa inh 37, Rab7 wt modul 93 and Avidin fluor 9.
`CCSc1nnc(CSc2ncccn2)n1C` gave HRas wt GTP 98, Cdc42 wt GTP 97, Pf gamet viab -2, Rab2 wt GTP 94, Mcl1 Bid PPI 7, GSH bead fluor 12, Rac1 mut GTP 96, Rac1 wt GTP bind 98, Mcl1-Noxa inh 23, Rab7 wt modul 99 and Avidin fluor 3.
For CCCCN(C)S(=O)(=O)c1ccc(C(=O)Nc2nnc(C3=COCCO3)o2)cc1 the results were HRas wt GTP 95, Cdc42 wt GTP 90, Pf gamet viab -24, Rab2 wt GTP 99, Mcl1 Bid PPI -51, GSH bead fluor 21, Rac1 mut GTP 95, Rac1 wt GTP bind 94, Mcl1-Noxa inh -48, Rab7 wt modul 96 and Avidin fluor 9.
Screening Nc1nonc1-n1nncc1-c1ccccc1 returned HRas wt GTP 101, Cdc42 wt GTP 99, Pf gamet viab -39, Rab2 wt GTP 101, Mcl1 Bid PPI 1, GSH bead fluor 44, Rac1 mut GTP 96, Rac1 wt GTP bind 104, Mcl1-Noxa inh 12, Rab7 wt modul 102 and Avidin fluor 12.
COc1cccc(C(=O)NC(c2ccccc2)C2CCCC2)c1 (stereo not given) was read as HRas wt GTP 97, Cdc42 wt GTP 97, Rab2 wt GTP 94, Mcl1 Bid PPI -26, GSH bead fluor 16, Rac1 mut GTP 94, Rac1 wt GTP bind 99, Mcl1-Noxa inh 10, Rab7 wt modul 94 and Avidin fluor 10.
`COc1cccc(-n2c(SCC(N)=O)nnc2-c2ccncc2)c1` gave HRas wt GTP 99, Cdc42 wt GTP 99, Rab2 wt GTP 99, Mcl1 Bid PPI -15, GSH bead fluor 11, Rac1 mut GTP 98, Rac1 wt GTP bind 98, Mcl1-Noxa inh 2, Rab7 wt modul 95 and Avidin fluor 33.
`C=CCN1C(=O)C2C3CC(=O)C(c4ccccc43)C2C1=O` (stereo not given) gave HRas wt GTP 98, Cdc42 wt GTP 95, Pf gamet viab 5, Rab2 wt GTP 97, Mcl1 Bid PPI -30, GSH bead fluor 21, Rac1 mut GTP 96, Rac1 wt GTP bind 99, Mcl1-Noxa inh 13, Rab7 wt modul 98 and Avidin fluor 5.
Screening CSc1ccccc1C(=O)Nc1c(C)cccc1C returned HRas wt GTP 98, Cdc42 wt GTP 98, Pf gamet viab -14, Rab2 wt GTP 97, Mcl1 Bid PPI -5, GSH bead fluor 22, Rac1 mut GTP 97, Rac1 wt GTP bind 101, Mcl1-Noxa inh 4, Rab7 wt modul 101 and Avidin fluor 4.
`CC1CCc2cc(F)ccc2N1C(=O)c1cccs1` (stereo not given) gave HRas wt GTP 93, Cdc42 wt GTP 95, Pf gamet viab -23, Rab2 wt GTP 95, Mcl1 Bid PPI -14, GSH bead fluor 15, Rac1 mut GTP 89, Rac1 wt GTP bind 93, Mcl1-Noxa inh 17, Rab7 wt modul 94 and Avidin fluor 14.
Screening O=C(OCC(=O)N1CCN(c2ccccc2)CC1)c1cnc(Cl)c(Cl)c1 returned HRas wt GTP 97, Cdc42 wt GTP 96, Pf gamet viab -11, Rab2 wt GTP 99, Mcl1 Bid PPI -52, GSH bead fluor 12, Rac1 mut GTP 95, Rac1 wt GTP bind 95, Mcl1-Noxa inh -1, Rab7 wt modul 100 and Avidin fluor 15.
O=C(CCN1CCc2ccccc2C1)Nc1ccc(F)cc1 was read as HRas wt GTP 100, Cdc42 wt GTP 101, Rab2 wt GTP 102, Mcl1 Bid PPI -9, GSH bead fluor 19, Rac1 mut GTP 98, Rac1 wt GTP bind 100, Mcl1-Noxa inh 11, Rab7 wt modul 96 and Avidin fluor 7.
Cc1cc(C)nc(CCNC(=O)c2cc(COc3ccc(F)cc3Cl)on2)n1 was read as HRas wt GTP 96, Cdc42 wt GTP 96, Pf gamet viab 0, Rab2 wt GTP 96, Mcl1 Bid PPI -29, GSH bead fluor 13, Rac1 mut GTP 95, Rac1 wt GTP bind 101, Mcl1-Noxa inh -6, Rab7 wt modul 99 and Avidin fluor 12.
`Cc1ccccc1CSCC(=O)NC1CCCC1` gave HRas wt GTP 104, Cdc42 wt GTP 104, Rab2 wt GTP 101, Mcl1 Bid PPI -7, GSH bead fluor 11, Rac1 mut GTP 104, Rac1 wt GTP bind 111, Mcl1-Noxa inh 12, Rab7 wt modul 98 and Avidin fluor 8.
`COc1ccc(-c2noc(CCC(=O)N3CCN(Cc4ccccc4)CC3)n2)cc1` gave HRas wt GTP 103, Cdc42 wt GTP 109, Pf gamet viab -9, Rab2 wt GTP 102, Mcl1 Bid PPI -4, GSH bead fluor 33, Rac1 mut GTP 102, Rac1 wt GTP bind 109, Mcl1-Noxa inh 3, Rab7 wt modul 98 and Avidin fluor 7.
`CCC(C)(C)c1ccc(OCCN2C(=O)NC(C)(C)C2=O)cc1` gave HRas wt GTP 100, Cdc42 wt GTP 98, Pf gamet viab 3, Rab2 wt GTP 102, Mcl1 Bid PPI -14, GSH bead fluor 26, Rac1 mut GTP 101, Rac1 wt GTP bind 101, Mcl1-Noxa inh -2, Rab7 wt modul 99 and Avidin fluor 12.
Screening O=c1[nH]c2c(c(=O)[nH]1)CCC2 returned HRas wt GTP 94, Cdc42 wt GTP 96, Pf gamet viab 4, Rab2 wt GTP 97, Mcl1 Bid PPI -31, GSH bead fluor 15, Rac1 mut GTP 96, Rac1 wt GTP bind 95, Mcl1-Noxa inh -21, Rab7 wt modul 102 and Avidin fluor 11.
`CCOc1ccc(N2C(=O)CSC2c2ccncc2)cc1` (stereo not given) gave HRas wt GTP 103, Cdc42 wt GTP 107, Rab2 wt GTP 106, Mcl1 Bid PPI 1, GSH bead fluor 29, Rac1 mut GTP 101, Rac1 wt GTP bind 108, Mcl1-Noxa inh -6, Rab7 wt modul 103 and Avidin fluor 24.
For CCc1cc(-c2n[nH]c(=S)n2CC)cs1 the results were HRas wt GTP 94, Cdc42 wt GTP 95, Pf gamet viab -3, Rab2 wt GTP 93, Mcl1 Bid PPI -13, GSH bead fluor 16, Rac1 mut GTP 93, Rac1 wt GTP bind 96, Mcl1-Noxa inh 21, Rab7 wt modul 95 and Avidin fluor 13.
`Cc1ccc(NC(=S)N2CCC(C(N)=O)(N3CCCCC3)CC2)c(C)c1` gave HRas wt GTP 98, Cdc42 wt GTP 96, Pf gamet viab 4, Rab2 wt GTP 101, Mcl1 Bid PPI -66, GSH bead fluor 27, Rac1 mut GTP 96, Rac1 wt GTP bind 99, Mcl1-Noxa inh -14, Rab7 wt modul 104 and Avidin fluor 11.
For O=C(c1ccc(Cl)cc1)C1CCCN(C(=O)c2csnn2)C1 (stereo not given) the results were HRas wt GTP 99, Cdc42 wt GTP 93, Pf gamet viab -25, Rab2 wt GTP 101, Mcl1 Bid PPI -17, GSH bead fluor 9, Rac1 mut GTP 95, Rac1 wt GTP bind 98, Mcl1-Noxa inh -9, Rab7 wt modul 105 and Avidin fluor 1.
Screening COc1ccc(OCC(=O)NNC(=O)C2CCCO2)cc1 (stereo not given) returned HRas wt GTP 100, Cdc42 wt GTP 100, Pf gamet viab -14, Rab2 wt GTP 98, Mcl1 Bid PPI -10, GSH bead fluor 7, Rac1 mut GTP 99, Rac1 wt GTP bind 101, Mcl1-Noxa inh 21, Rab7 wt modul 103 and Avidin fluor 9.
CCOc1ccccc1NC(=O)COC(=O)CN(C)S(=O)(=O)c1ccc(C)cc1 was read as HRas wt GTP 101, Cdc42 wt GTP 101, Pf gamet viab 18, Rab2 wt GTP 102, Mcl1 Bid PPI 4, GSH bead fluor 12, Rac1 mut GTP 102, Rac1 wt GTP bind 104, Mcl1-Noxa inh -2, Rab7 wt modul 101 and Avidin fluor 14.
COc1ccc(N2CCN(S(=O)(=O)c3cc(C)ccc3OC)CC2)cc1 was read as HRas wt GTP 97, Cdc42 wt GTP 95, Pf gamet viab -4, Rab2 wt GTP 96, Mcl1 Bid PPI -36, GSH bead fluor 11, Rac1 mut GTP 95, Rac1 wt GTP bind 100, Mcl1-Noxa inh 33, Rab7 wt modul 97 and Avidin fluor 12.
For Cc1cccc(OCCn2c(CCCO)nc3ccccc32)c1 the results were HRas wt GTP 99, Cdc42 wt GTP 100, Rab2 wt GTP 97, Mcl1 Bid PPI -7, GSH bead fluor 11, Rac1 mut GTP 98, Rac1 wt GTP bind 99, Mcl1-Noxa inh 11, Rab7 wt modul 101 and Avidin fluor 10.
